Screening data from PubChem BioAssay.
TcdB inh – blocks C. difficile toxin B glycohydrolase activity; inhibition, % at 9.99 µM; 350,000 tested, 0.24% active; TcdB glycohydrolase enzymatic assay, plate reader; in the data active = inhibition above about 10%
An asterisk follows results filed as active; & = joins results of further samples.

item	mol	TcdB inh
1	C[C@@H]1CN([C@@H](C)CO)C(=O)Cc2cc(NC(=O)NC3CCCCC3)ccc2O[C@@H]1CN(C)S(=O)(=O)c1cn(C)cn1	-0.3
2	CC(=O)N1CC(=O)N2[C@H](CO)[C@H](c3ccc(-c4ccc(C#N)cc4)cc3)[C@H]2C1	-0.5
3	CO[C@H]1CN(C)C(=O)c2ccc(NC(=O)c3cccc(F)c3)cc2OC[C@H](C)NC[C@H]1C	-1.0
4	C[C@@H]1CN([C@@H](C)CO)C(=O)c2cc(NC(=O)CCN3CCOCC3)ccc2O[C@@H]1CN(C)C(=O)NC1CCCCC1	-0.5
5	O=C(C[C@@H]1CC[C@@H](NC(=O)Nc2cc(F)ccc2F)[C@H](CO)O1)NCc1ccncn1	-0.2
6	C[C@@H]1CN([C@H](C)CO)C(=O)Cc2cc(NC(=O)Nc3ccc4c(c3)OCO4)ccc2O[C@H]1CN(C)Cc1ccc(-c2ccccc2)cc1	-1.1
7	CCCC#Cc1ccc([C@H]2[C@H]3CN(C(=O)CN4CCOCC4)CC(=O)N3[C@H]2CO)cc1	-0.2
8	CN(C)C(=O)[C@@H]1[C@@H](CO)[C@@H]2Cn3c(ccc(-c4ccccc4)c3=O)[C@H]1N2C(=O)C1CCC1	-1.4

(next part)
item	mol	TcdB inh
9	COc1cccc(CNC(=O)[C@@H]2[C@@H](CO)[C@@H]3Cn4c(ccc(-c5cccnc5)c4=O)[C@H]2N3C(C)=O)c1	0.0
10	Cc1cccc(S(=O)(=O)N2CC[C@@H]3[C@@H](CO)Nc4ccc(C#Cc5ccc(F)cc5)cc4[C@@H]32)c1	-0.2
11	O=C(CC1CC1)N[C@H]1CC[C@H](CCNS(=O)(=O)c2ccc(F)cc2)O[C@@H]1CO	0.4
12	C[C@@H]1CN([C@@H](C)CO)C(=O)Cc2cc(NC(=O)CCN3CCOCC3)ccc2O[C@H]1CN(C)S(=O)(=O)c1ccc(Cl)cc1	1.0
13	C[C@H](CO)N1C[C@H](C)[C@H](CN(C)S(=O)(=O)c2ccccc2)Oc2ncc(/C=C/c3ccccc3)cc2C1=O	0.2&-0.2
14	O=C(Nc1ccc2c(c1)[C@H]1C[C@@H](CC(=O)N3CCCCC3)O[C@@H](CO)[C@H]1O2)NC1CCCCC1	-0.7
15	Cn1cnc(S(=O)(=O)N[C@H]2CC[C@@H](CC(=O)Nc3ccccc3)O[C@@H]2CO)c1	1.1
16	N#C[C@@H]1[C@H](c2ccccc2-c2cccc(F)c2)[C@@H](CO)N1C(=O)CN1CCOCC1	-0.7

The listing continues.
item	mol	TcdB inh
17	CN1C(=O)c2cc(NC(=O)C3CCCCC3)ccc2OC[C@H]2O[C@H](CC(=O)NCC3CCCCC3)CC[C@@H]21	-1.8
18	C[C@H]1CN([C@@H](C)CO)C(=O)Cc2cc(NS(C)(=O)=O)ccc2O[C@H]1CN(C)C(=O)NC1CCCCC1	1.1
19	Cc1cc(C(=O)Nc2cccc3c2O[C@H](CN(C)C(=O)Nc2ccccc2)[C@H](C)CN([C@H](C)CO)C3=O)n(C)n1	-0.2
20	CO[C@@H]1CN(C)C(=O)c2cc(NC(=O)c3ccc(F)cc3)ccc2OC[C@H](C)N(C(=O)c2ccc(F)cc2)C[C@H]1C	0.7
21	Cc1ccc(S(=O)(=O)NCC[C@H]2CC[C@H](NC(=O)c3ccccn3)[C@H](CO)O2)cc1	-0.9
22	CO[C@H]1CN(C)C(=O)c2cc(NS(=O)(=O)c3ccccc3C)ccc2OC[C@H](C)NC[C@H]1C	0.2
23	COc1ccc2c3c(n(C)c2c1)[C@H](CO)N(C)CC31CN(S(=O)(=O)c2cn(C)cn2)C1	-4.8
24	COc1cccc(CN2C[C@@H]3N[C@H](C2)C3c2ccc(-c3ccccc3OC)cc2)c1 (stereo partly drawn)	0.5&0.2

Copied from above: entries 1 to 4
item	mol	TcdB inh
1	C[C@@H]1CN([C@@H](C)CO)C(=O)Cc2cc(NC(=O)NC3CCCCC3)ccc2O[C@@H]1CN(C)S(=O)(=O)c1cn(C)cn1	-0.3
2	CC(=O)N1CC(=O)N2[C@H](CO)[C@H](c3ccc(-c4ccc(C#N)cc4)cc3)[C@H]2C1	-0.5
3	CO[C@H]1CN(C)C(=O)c2ccc(NC(=O)c3cccc(F)c3)cc2OC[C@H](C)NC[C@H]1C	-1.0
4	C[C@@H]1CN([C@@H](C)CO)C(=O)c2cc(NC(=O)CCN3CCOCC3)ccc2O[C@@H]1CN(C)C(=O)NC1CCCCC1	-0.5

Going on with the list:
item	mol	TcdB inh
25	CCC(=O)N[C@H]1CC[C@H](CCn2cc(CN(C)C)nn2)O[C@@H]1CO	-0.3
26	C[C@H](CO)N1C[C@H](C)[C@H](CN(C)C(=O)Nc2ccccc2)Oc2c(NC(=O)C3CC3)cccc2C1=O	0.3
27	C[C@@H]1CN([C@@H](C)CO)C(=O)c2cccc(NS(=O)(=O)c3ccc(Cl)cc3)c2O[C@H]1CN(C)Cc1ccc(C(=O)O)cc1	-1.5
28	COc1ccc(CN(C)C[C@@H]2Oc3ccc(NS(C)(=O)=O)cc3CC(=O)N([C@H](C)CO)C[C@H]2C)cc1	-5.4
29	O=C(C[C@H]1CC[C@H](NC(=O)Nc2ccc3c(c2)OCO3)[C@H](CO)O1)NCc1ccc(Cl)cc1	0.3
30	CC(C)C#Cc1ccc2c(c1)O[C@H](CN(C)C(=O)Nc1ccccc1)[C@H](C)CN([C@H](C)CO)S2(=O)=O	0.3
31	COC(=O)C[C@@H]1CC[C@@H]2[C@@H](COc3ccc(NC(=O)Nc4c(C)noc4C)cc3C(=O)N2C)O1	0.3
32	COc1ccc(S(=O)(=O)N(C)C[C@@H]2OCCCC[C@H](C)Oc3ccc(NC(=O)Nc4cccc5ccccc45)cc3C(=O)N([C@H](C)CO)C[C@H]2C)cc1	0.0

4 entries from above, set out differently:
19: Cc1cc(C(=O)Nc2cccc3c2O[C@H](CN(C)C(=O)Nc2ccccc2)[C@H](C)CN([C@H](C)CO)C3=O)n(C)n1
  TcdB inh: -0.2
29: O=C(C[C@H]1CC[C@H](NC(=O)Nc2ccc3c(c2)OCO3)[C@H](CO)O1)NCc1ccc(Cl)cc1
  TcdB inh: 0.3
25: CCC(=O)N[C@H]1CC[C@H](CCn2cc(CN(C)C)nn2)O[C@@H]1CO
  TcdB inh: -0.3
3: CO[C@H]1CN(C)C(=O)c2ccc(NC(=O)c3cccc(F)c3)cc2OC[C@H](C)NC[C@H]1C
  TcdB inh: -1.0

Going on with the list:
item	mol	TcdB inh
33	CCC(=O)N(C)C[C@H]1Oc2cc(-c3ccc(OC)cc3)ccc2S(=O)(=O)N([C@H](C)CO)C[C@H]1C	1.2
34	C[C@@H]1CN([C@@H](C)CO)C(=O)c2cc(-c3ccc(C(=O)N(C)C)cc3)cnc2O[C@H]1CN(C)C	-0.9
35	CC(C)NC(=O)Nc1cccc2c1O[C@H](CN(C)Cc1ccc(-c3ccccc3)cc1)[C@H](C)CN([C@H](C)CO)C2=O	0.3
36	COc1cccc(S(=O)(=O)N2CCC3(CC2)CN(C(=O)Nc2cccc(F)c2)[C@@H](CO)c2[nH]c4cc(OC)ccc4c23)c1	0.3
37	C[C@H]1CN([C@@H](C)CO)C(=O)c2cccc(NS(C)(=O)=O)c2O[C@@H]1CN(C)C(=O)Nc1cccc2ccccc12	-0.8
38	Cc1ccc(S(=O)(=O)N(C)C[C@@H]2Oc3cc(Br)ccc3S(=O)(=O)N([C@H](C)CO)C[C@@H]2C)cc1	0.5
39	CNC[C@H]1Oc2ccc(NC(=O)Cc3cn(C)c4ccccc34)cc2CC(=O)N([C@H](C)CO)C[C@H]1C	0.6
40	CCC(=O)N(C)C[C@H]1Oc2cc(C#CCOC)ccc2S(=O)(=O)N([C@@H](C)CO)C[C@H]1C	0.7

Remaining list, next part:
item	mol	TcdB inh
41	COc1cccc(CNC(=O)[C@H]2N[C@H]3c4ccc(/C=C/c5ccccc5)c(=O)n4C[C@H]3[C@@H]2CO)c1	-1.1
42	COc1ccc(S(=O)(=O)Nc2ccc3c(c2)C(=O)N([C@@H](C)CO)C[C@@H](C)[C@H](CN(C)C(=O)Nc2ccccc2)O3)cc1	0.0
43	C[C@H]1CCCCO[C@H](CN(C)S(=O)(=O)c2ccc(F)cc2)[C@@H](C)CN([C@@H](C)CO)C(=O)c2cc(NS(=O)(=O)c3ccc(Cl)cc3)ccc2O1	0.0
44	C[C@@H]1CN([C@@H](C)CO)C(=O)c2cc(NC(=O)CCC(F)(F)F)ccc2O[C@@H]1CN(C)Cc1ccc(C(=O)O)cc1	-1.6
45	C[C@@H]1CN([C@H](C)CO)C(=O)Cc2cc(NC(=O)Cc3cn(C)c4ccccc34)ccc2O[C@H]1CN(C)C(=O)Nc1cccc2ccccc12	-0.2
46	CCCC(=O)Nc1ccc2c(c1)OC[C@@H](C)N(Cc1ccc(-c3ccccn3)cc1)C[C@H](C)[C@H](OC)CN(C)C2=O	-15
47	CN(C)CC(=O)N1[C@H](CO)[C@@H](c2ccc(C#CC3CCCC3)cc2)[C@@H]1C#N	0.1
48	CN1C(=O)c2cc(NC(=O)c3ccc(F)cc3)ccc2OC[C@H]2O[C@@H](CC(=O)NC3CCC3)CC[C@H]21	5.5

Remaining list, next part.
item	mol	TcdB inh
49	CC(=O)N1[C@H](CO)[C@H](c2ccccc2)C12CN(S(=O)(=O)c1ccccc1)C2	-1.1
50	CO[C@H]1CN(C)C(=O)c2cc(NC(=O)C3CC3)ccc2OC[C@H](C)N(C(=O)C2CCOCC2)C[C@@H]1C	-3.2
51	C[C@@H]1CN([C@H](C)CO)C(=O)c2cc(NC(=O)Nc3cccc4ccccc34)ccc2O[C@@H]1CN(C)S(=O)(=O)c1ccc(Cl)cc1	0.1
52	C[C@@H]1CN([C@@H](C)CO)C(=O)c2cc(NC(=O)Cc3cn(C)c4ccccc34)ccc2O[C@H]1CN(C)C(=O)Nc1cccc2ccccc12	-0.7
53	COc1ccc(NC(=O)N(C)C[C@@H]2Oc3ccc(NC(=O)CCC(F)(F)F)cc3CC(=O)N([C@H](C)CO)C[C@H]2C)cc1	-0.8
54	O=C(Nc1ccc2c(c1)[C@@H]1C[C@@H](CC(=O)N3CCOCC3)O[C@H](CO)[C@@H]1O2)NC1CCCC1	1.3
55	CC(C)NC(=O)N1CCCCN2[C@H](C1)[C@@H](c1ccc(C#Cc3ccccc3F)cc1)[C@@H]2CO	0.5
56	COc1ccccc1NC(=O)N1[C@@H](C#N)[C@H](c2ccccc2)[C@@H]1CO	-4.9

These rows are one share of the data. The share of hits here may be higher or lower than overall.
